# Growth percent in the NCI-60 one-dose screen (48 h, 10 µM unless noted): 100 = growth as untreated, 0 = no growth, -100 = all killed.
# IGROV1: IGROV1 ovarian cancer; 79,000 compounds, 4.7% hits; AID 1794786
# COLO 205: COLO 205 colon cancer. 79,000 compounds, 7.3% hits
# NCI-H522: NCI-H522 lung cancer; AID 1794739; 78,000 compounds, 8% hits
# NCI-H23: NCI-H23 lung cancer; 80,000 compounds, 4% hits; AID 1794731
# NCI/ADR-RES: NCI/ADR-RES ovarian cells; 81,000 compounds, 4.4% hits; AID 1794790
# NCI-H226: NCI-H226 lung cancer. 79,000 compounds, 3.5% hits. AID 1794732
# NCI-H322M: NCI-H322M lung cancer; 80,000 compounds, 2.7% hits
# KM12: KM12 colon cancer cells. 82,000 compounds, 5% hits
# NCI-H460: NCI-H460 lung cancer; 82,000 compounds, 6.8% hits; AID 1794736
# * = called active by the depositor; / = not tested or not shown; & = joins results of further samples. The calls were made as follows: active = growth percent below 10; inactive = the rest.
SMILES,IGROV1,COLO 205,NCI-H522,NCI-H23,NCI/ADR-RES,NCI-H226,NCI-H322M,KM12,NCI-H460
Clc1ccccc1NCSC1=NCCS1,108,106,/,109,113,/,105,104,113
N#CC1=C(N)Oc2cc(N)ccc2C1c1cccnc1 (stereo not drawn),101,113,75,92,96,101,/,90,98
O=C(NC(Cc1ccccc1)C(=O)O)c1ccccc1 (stereo not drawn),101,113,114,94,105,109,97,127,109
CC1(C)CC[C@]2(C(=O)O)CC[C@]3(C)C(=CC[C@@H]4[C@@]5(C)C/C(=C/c6ccncc6)C(=O)C(C)(C)[C@@H]5CC[C@]43C)[C@@H]2C1,102,/,70,83,93,85,83,44,56
Cn1c(=O)c2c(ncn2CN2CCOCC2)n(C)c1=O,92,106,98,103,108,101,89,101,108
Cc1ccc(-c2cc3nc(N(C)C)nc(-c4ccco4)n3n2)cc1,77,108,84,82,73,70,90,79,74
C/C(=C(/c1ccc(Cl)cc1)c1ccc(OCCN2CCOCC2)cc1)c1ccc(Cl)cc1,93,103,79,86,99,114,90,97,105
O=C1NN(c2ccccc2)C(c2cccnc2)=N/C1=C\c1cccnc1,103,105,105,89,91,81,85,95,95
Cc1ccc(C2=NN(C=O)C(c3cn(-c4ccccc4)nc3-c3ccc(Cl)cc3)C2)cc1 (stereo not drawn),70,110,95,92,/,85,91,105,75
O=[N+]([O-])c1nccn1C1OC(CO)C(O)C1O (stereo not drawn),139,106,91,103,109,105,129,110,121
CONC[C@]1(C)C=C2C(=O)[C@](C)(O)C3(CC3)C(C)=C2[C@H]1O,-15*,-79*,-71*,-83*,-58*,-27*,-9.9*,7.1*,-24*
COC(=O)C(=O)C(C#N)c1c(Cl)cccc1Cl (stereo not drawn),99,110,99,99,100,90,104,100,106

# Some values from the list:
# Cn1c(=O)c2c(ncn2CN2CCOCC2)n(C)c1=O | NCI/ADR-RES = 108
# Clc1ccccc1NCSC1=NCCS1 | NCI/ADR-RES = 113

# The list continues:
SMILES,IGROV1,COLO 205,NCI-H522,NCI-H23,NCI/ADR-RES,NCI-H226,NCI-H322M,KM12,NCI-H460
C[C@@H]1C[C@@H]([C@@H](CC2CC(=O)NC(=O)C2)OC(=O)CC(=O)c2ccccc2)C(=O)[C@@H](C)C1,-10*,10,/,14,10,4.1*,-19*,12,12
Clc1ccc(/C=N\Nc2ccccn2)c(Cl)c1,25,92,92,91,98,90,64,82,72
CCN(CC)CCOC(=O)c1ccc(NC(=O)CN(CC)CC)cc1,117,114,93,106,106,99,101,107,104
Cc1ccc(C(=O)Nc2ccccc2N)cc1,70,95,70,/,44,74,72,87,66
N#C/C(=C\c1cccc2cnccc12)n1nc2cccc(F)c2n1,86,123,64,86,91,82,78,92,89
COC(=O)c1ccc(-n2cc([C@]3(OC(C)=O)CC[C@H]4[C@@H]5CCC6=CC(=O)CC[C@@H]6[C@H]5CC[C@@]43C)nn2)cc1,100,118,87,104,119,98,79,/,95
CC1=NN(Cc2nc(-c3ccc(N(C)C)cc3)n[nH]2)C(=O)C1,98,100,/,102,109,99,101,102,111
COc1ccc(-c2nc(SCC(=O)NC3=NN=C(c4ccccc4)CS3)[nH]c(=O)c2C#N)cc1,94,114,81,85,99,95,100,99,114
COc1ccc(OC)c(/C=N/Nc2ncnc3c2c(C)nn3C)c1,102,102,94,106,101,93,114,103,106
CC(=O)/C(=C/N1CC(=O)NC1=S)C(=O)Nc1ccccc1,108,92,70,88,104,94,112,101,100
Cc1cc(N)c2cc(NC(=O)CCCCCCCC(=O)Nc3ccc4nc(C)cc(N)c4c3)ccc2n1,79,68,31,73,100,85,99,63,60
CC(=O)OCC1O[C@@H](OC(C)=O)C(NC(=O)c2cn(C3CC3)c3cc(N4CCN(C(C)=O)CC4)c(F)cc3c2=O)[C@@H](OC(C)=O)[C@@H]1OC(C)=O (stereo partly drawn),111,118,99,101,110,105,102,103,109

# Filtered by structure: those above with a Cl atom.
SMILES,IGROV1,COLO 205,NCI-H522,NCI-H23,NCI/ADR-RES,NCI-H226,NCI-H322M,KM12,NCI-H460
Clc1ccccc1NCSC1=NCCS1,108,106,/,109,113,/,105,104,113
C/C(=C(/c1ccc(Cl)cc1)c1ccc(OCCN2CCOCC2)cc1)c1ccc(Cl)cc1,93,103,79,86,99,114,90,97,105
Cc1ccc(C2=NN(C=O)C(c3cn(-c4ccccc4)nc3-c3ccc(Cl)cc3)C2)cc1 (stereo not drawn),70,110,95,92,/,85,91,105,75
COC(=O)C(=O)C(C#N)c1c(Cl)cccc1Cl (stereo not drawn),99,110,99,99,100,90,104,100,106
Clc1ccc(/C=N\Nc2ccccn2)c(Cl)c1,25,92,92,91,98,90,64,82,72

# (cont.)
SMILES,IGROV1,COLO 205,NCI-H522,NCI-H23,NCI/ADR-RES,NCI-H226,NCI-H322M,KM12,NCI-H460
CN(C)c1ccc(-c2ccc(-c3ccc(C#N)cn3)o2)cc1,65,87,96,79,85,107,83,65,61
COc1ccc(N2N=C(c3ccc4c(c3)OCCO4)CC2c2cccc(NC(=O)CCCNS(=O)(=O)c3ccc(Cl)cc3)c2)cc1 (stereo not drawn),96,97,72,93,87,80,87,86,85
CC(/C=N/NC(=O)c1cc(-c2ccco2)[nH]n1)=C\c1ccccc1,107,/,110,93,98,88,93,94,127
NC(=O)CC1CCC(c2ccccc2)CC1 (stereo not drawn),112,110,93,98,106,103,109,98,104
C=CCCCCCCCCCOC(C)=O,/,110,102,100,107,97,102,103,109
NC(=O)NCCc1ccccc1,103,112,95,97,103,98,100,109,108
Fc1ccc(-c2nnc(-c3c(-c4ccccc4)nc4ncccn34)o2)cc1,106,108,151,96,99,102,101,103,104
N#Cc1c(-c2ccc(F)cc2)nc(SCc2ccc([N+](=O)[O-])cc2)nc1N1CCNCC1,107,118,94,114,120,127,108,102,108
CCCCN1CCN(c2ccc3nc(-c4ccc5nc(-c6ccc(OC)c(OC)c6)[nH]c5c4)[nH]c3c2)CC1,-13*,/,-37*,-66*,91,/,10,-54*,-35*
S=c1n(CN2CCOCC2)nc(-c2cc(-c3ccccc3)nc3ccccc23)n1-c1ccccc1,104,123,/,106,105,104,95,102,109
Cc1cccc(OC(=O)Cc2ccccc2)c1,109&89,108&103,87,109&100,110&103,101&101,100&94,103&105,113&112
CC(=O)c1cc(C(=O)c2ccc(Br)cc2)n2ccc(C#N)cc12,103,115,104,/,103,107,107,105,116

# Molecules above that contain two or more sulfur atoms:
SMILES,IGROV1,COLO 205,NCI-H522,NCI-H23,NCI/ADR-RES,NCI-H226,NCI-H322M,KM12,NCI-H460
Clc1ccccc1NCSC1=NCCS1,108,106,/,109,113,/,105,104,113
COc1ccc(-c2nc(SCC(=O)NC3=NN=C(c4ccccc4)CS3)[nH]c(=O)c2C#N)cc1,94,114,81,85,99,95,100,99,114

# Remaining list, next part:
SMILES,IGROV1,COLO 205,NCI-H522,NCI-H23,NCI/ADR-RES,NCI-H226,NCI-H322M,KM12,NCI-H460
c1ccc2nc3c(cc2c1)oc1ncccc13,108,111,86,103,108,107,101,102,102
CCCCCC(N)c1ccc(Cl)cc1 (stereo not drawn),98,94,84,97,96,87,91,97,95
CCCCN=C(N)c1ccc(OCCSCCOc2ccc(C(N)=NCCCC)cc2)cc1,55,7.6*,/,40,91,59,69,27,30
CC(C)NS(=O)(=O)c1ccc(NCc2ccccc2F)c([N+](=O)[O-])c1,/,121,71,98,92,81,103,103,109
COc1ccc(C(=O)N2NC(=O)/C(=C/c3ccc(F)cc3)N=C2c2ccccc2)cc1,99,119,93,92,81,97,92,85,104
Cc1ccccc1N=C(c1ccccc1)C1C(=O)c2ccccc2C1=O,55,103,59,88,80,90,/,/,101
C=C(C(=O)O)c1ccccc1,108,113,96,103,106,104,105,107,115
Cc1ccc(S(=O)(=O)NC(=O)NNC(=O)C(=O)Nc2ccc(F)cc2)cc1,92,104,94,100,106,106,100,104,112
CNC(=S)N(C)C,117,125,98,104,104,96,106,101,112
COc1cc(-c2cc(-c3ccccc3)nc3nc(N)nn23)cc(OC)c1OC,94,118,93,91,96,96,104,98,107
Fc1cccc(Cn2c(-c3cncs3)nc3ccccc32)c1,109,114,88,102,101,85,89,95,96
NC(=O)SCC(=O)Nc1ccccc1,78,111,78,94,91,102,90,101,83
CC(C)CC(NC(=O)CN(Cc1ccccc1)S(C)(=O)=O)C(=O)O (stereo not drawn),/,112,103,93,99,104,94,99,99
CC12CCC(/C(=C/O)C1=O)C2(C)C (stereo not drawn),93,101,116,102,99,106,98,100,109
COc1cc(/C=N/NC(=O)CSc2nc3sc4c(c3c(=O)n2-c2ccc(Cl)cc2)CCCC4)ccc1OCc1ccccc1,110,120,100,/,113,104,113,111,104
c1ccc2c(c1)CCc1ccccc1C2,65,103,95,101,125,103,92,111,114
CC(=O)N=c1sc(S(N)(=O)=O)nn1C,106,97,105,103,108,99,102,109,104
CSc1nc(NCC(C)C)nc(NCC(C)C)n1,128,100,99,99,92,83,108,99,104
CCOC(=O)Cc1cnn(C)c1NC(C)=O,96,110,93,101,103,97,83,96,108
CCN1C(=O)N(CC)C2C1NC(=S)N2/N=C/c1ccc(F)cc1 (stereo not drawn),96,103,78,92,96,88,99,97,102
O=C1/C(=C/c2ccc(N3CCN(Cc4ccccc4)CC3)cc2)Oc2cc(O)ccc21,97,103,71,72,89,89,99,94,80
O=CC1N=C(Cc2ccccc2)OC1=O (stereo not drawn),100,104,106,96,98,94,98,102,117
CC1=CCCC1,86,136,101,108,110,107,97,105,112
NC(N)=Nc1ccc(Oc2cccc(Nc3ccc(Br)c(C(F)(F)F)c3)c2)cc1,0.6*,-31*,15,14,94,39,45,-27*,-67*
O=c1oc2ccccc2cc1C1=Nn2c(nnc2C(F)(F)F)SC1,84,106,95,88,99,87,93,94,107
CCOc1ccc2nc(C)cc(Nc3ccc(S(=O)(=O)N=C(N)N)cc3)c2c1,117,105,110,95,92,89,96,102,108
O=C1OCC/C1=C/OCCCCCCO/C=C1/CCOC1=O,103,114,89,97,99,94,114,106,107
Clc1nc(OCc2cn(Cc3ccccc3)nn2)nc(N2CCCC2)n1,105,114,87,97,98,107,103,101,108
COc1ccccc1/C=C1\Oc2cc(OCCCN3CCCC3)ccc2C1=O,92,96,104,83,85,99,96,98,96
C[N+](C)(C)C(Cc1c[nH]c2ccccc12)C(=O)O (stereo not drawn),27,129,100,102,179,93,104,104,103
CCOC(=O)c1c(C)nc2c(c1N)CC(=O)N2Cc1ccc(OC)c(F)c1,110,98,69,94,97,97,105,101,101
CCOC(=O)c1ccccc1C(C(=O)NC1CCCCC1)N(C)Cc1ccccc1 (stereo not drawn),102,106,64,91,76,88,91,94,92
Oc1ccc(Cc2ccc(O)c3ncccc23)c2cccnc12,7.8*,71,-11*,9.8*,20,12,9.4*,16,7.2*
COc1cccc(/C=C/C(=O)c2ccc(NC(=O)c3cc4cc5ccccc5nc4s3)cc2)c1,64,111,90,68,97,87,79,79,96
COc1ccc(/C=C/c2nc3ccccc3c(=O)n2CC(=O)Nc2ccc(OC)cc2)cc1,94,88,70,54,76,61,83,80,51
Nc1ccc2cn[nH]c2c1,77,111,100,102,116,/,104,99,115
Cc1cccc[n+]1CC(=O)c1ccc2ccccc2c1,96,106,118,105,108,96,103,101,110

# Structures listed so far with a nitro group on carbon, in the order listed:
SMILES,IGROV1,COLO 205,NCI-H522,NCI-H23,NCI/ADR-RES,NCI-H226,NCI-H322M,KM12,NCI-H460
O=[N+]([O-])c1nccn1C1OC(CO)C(O)C1O (stereo not drawn),139,106,91,103,109,105,129,110,121
N#Cc1c(-c2ccc(F)cc2)nc(SCc2ccc([N+](=O)[O-])cc2)nc1N1CCNCC1,107,118,94,114,120,127,108,102,108
CC(C)NS(=O)(=O)c1ccc(NCc2ccccc2F)c([N+](=O)[O-])c1,/,121,71,98,92,81,103,103,109

# Screening data from PubChem BioAssay.
